# High-throughput results from PubChem.
# Gli-Sufu antag – blocks Gli-Sufu signaling in a luciferase reporter; Sufu-KO-LIGHT fibroblasts, Gli luciferase reporter luminescence; inhibition, % at 5 µM; 0.74% of 340,000 active; AID 588413;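 active = inhibition above about 55%, limit read from the data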;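 also: 0% = DMSO-treated cells and 100% = wells with medium but no cells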
# CCR6 antagonist – antagonists of human CCR6 receptor; inhibition, % at 20 µM; 0.49% of 340,000 active; CHO-K1 CCR6 PathHunter beta-arrestin, luminescence, CCL20-stimulated; AID 493098;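 active = compounds whose inhibition of the agonist-driven luminescence signal at 20 µM reaches about 50%, limit read from the data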;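 also: cells stimulated with CCL20 at 14 nM final; plate controls were DMSO with CCL20 for no effect and DMSO without agonist for full effect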
# Target sequence (P51684 whole entry, looked up): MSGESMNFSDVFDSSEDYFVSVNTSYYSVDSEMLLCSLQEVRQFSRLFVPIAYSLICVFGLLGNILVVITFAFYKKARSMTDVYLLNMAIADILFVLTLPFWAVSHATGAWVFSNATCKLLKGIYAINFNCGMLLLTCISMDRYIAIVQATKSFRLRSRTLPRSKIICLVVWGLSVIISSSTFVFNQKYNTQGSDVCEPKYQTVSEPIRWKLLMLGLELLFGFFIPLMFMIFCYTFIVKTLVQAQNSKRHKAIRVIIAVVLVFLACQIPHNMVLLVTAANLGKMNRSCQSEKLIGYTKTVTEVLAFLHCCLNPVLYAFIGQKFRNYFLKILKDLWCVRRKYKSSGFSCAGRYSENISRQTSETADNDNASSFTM
# SENP8 block – inhibitors of human SENP8 protease. Q96LD8. purified SENP8, Z-RLRGG-aminoluciferin cleavage, luminescence. inhibition, % at 10 µM. 1.2% of 330,000 active
# Target sequence (Q96LD8 whole entry, looked up): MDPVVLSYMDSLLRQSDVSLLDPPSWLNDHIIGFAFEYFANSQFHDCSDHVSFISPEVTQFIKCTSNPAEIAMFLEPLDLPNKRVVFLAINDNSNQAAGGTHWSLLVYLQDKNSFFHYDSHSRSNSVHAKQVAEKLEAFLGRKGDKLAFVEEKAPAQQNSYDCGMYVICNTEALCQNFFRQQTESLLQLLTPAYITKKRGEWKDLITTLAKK
# UBC13 polyUb – human UBC13 polyubiquitination inhibition | AID 485273 | inhibition, % at 20 µM | UBC13 polyubiquitin chain formation, TR-FRET | P61088 | 0.47% of 330,000 active; in the data active = inhibition above about 45%, passing the limit was not always enough
# Target sequence (P61088 whole entry, looked up): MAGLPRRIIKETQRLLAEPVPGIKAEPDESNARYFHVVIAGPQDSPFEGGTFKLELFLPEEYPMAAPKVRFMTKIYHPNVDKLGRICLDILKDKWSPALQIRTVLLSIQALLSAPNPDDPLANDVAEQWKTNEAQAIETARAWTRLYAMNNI
# Jurkat NFkB inh – lowers PMA/ionomycin-induced NF-kB signal in Jurkat cells; PMA/ionomycin-induced NF-kB luciferase reporter, luminescence; inhibition, % at 4 µM; 0.53% of 330,000 active
# EBI2 block – EBI2 (human) antagonism; P32249; EBI2 beta-arrestin recruitment, luminescence, 7a,25-OHC stimulated; inhibition, % at 5 µM; 0.81% of 360,000 active; in the data active = inhibition above about 38%;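 also: enzyme fragment complementation signal reports receptor beta-arrestin coupling in cells; 0% = agonist plus DMSO wells and 100% = wells without agonist; some results beyond the cut were filed as inactive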
# 697 NFkB inh – inhibitors of the PMA/ionomycin-induced NF-kB reporter in 697 B cells | 697 B-cell NF-kB luciferase reporter, 16 h | inhibition, % at 4 µM | 0.33% of 330,000 active; in the data active = inhibition above about 35%
# Apaf-1 inh – blocks human Apaf-1 apoptosome activity; inhibition, % at 20 µM; 0.71% of 330,000 active; O14727; AID 489030; reconstituted apoptosome caspase-3 activity, DEVD-Rh110 fluorescence; active = inhibition of at least 40% at 20 µM;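 also: plate controls were DMSO wells for no effect and DEVD-CHO caspase inhibitor wells for full effect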
#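 Material: reconstituted apoptosome with Apaf-1, cytochrome c, caspase-9, procaspase-3, dATP; medium: pH 7.5 Hepes buffer with CHAPS, BSA, DTT; also added: cytochrome c and DEVD-Rh110 substrate; timing: 30 min plus 50 min, RT; signal: Rh110 fluorescence intensity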
# Active calls of the source: *; i = inactive; . = no result given. Rule as the data show it, unless noted: active = inhibition above about 50%; inactive = the rest.
SMILES	Gli-Sufu antag	CCR6 antagonist	SENP8 block	UBC13 polyUb	Jurkat NFkB inh	EBI2 block	697 NFkB inh	Apaf-1 inh
Cc1cc(Cl)ccc1C(=O)C1CCCN(C(=O)CCn2cnnn2)C1 (stereo unspecified)	-3	15	11	4	-5	-1	10	3
COc1ccc(-c2csc(NC(CO)c3nc4ccccc4n3Cc3ccc(C)cc3)n2)cc1 (stereo unspecified)	1	4	17	-6	6	7	-15	28
Cc1cc(C)n2nc(SCc3nc4ccccc4[nH]3)nc2n1	-5	-3	-8	-3	-20	-3	-7	-9
COc1ccc(OCc2nn[nH]n2)cc1	6	10	8	-1	4	-8	9	-13
C#CCn1c(O)c(N=NC(=O)CNC(=O)c2cccnc2)c2ccccc21	4	9	-4	-6	13	-3	-8	-8
COc1ccc(CC(=O)Nc2c(C(=O)N3CCN(c4ncccn4)CC3)oc3ccccc23)cc1	4	10	-3	-8	4	4	-9	0
COc1ccc(Cn2nnnc2CN2CCc3ccccc32)cc1	-24	12	6	-1	0	15	-14	-1
COc1cccc(C(=O)Nc2ccc3c(c2)C(=O)N(CCC(=O)O)C3=O)c1	0	-30	-12	-8	2	-6	19	-8
O=C(N/N=C\c1ccc(COc2ccc([N+](=O)[O-])cc2)o1)c1ccc(Cl)cc1	0	4	-3	-12	8	14	5	22
CCOc1ccc(NC(=O)CN(C)C(=O)c2cc(C)oc2C)cc1OCC	-5	6	10	3	11	-9	8	-7
CC(NC(=O)c1cc(Br)ccc1Cl)c1ccccc1 (stereo unspecified)	-3	9	-8	-6	4	-3	-2	-6
CCn1c(NC(=O)c2cccs2)c(-c2cccs2)c(=O)c2ccccc21	-2	-10	4	-1	-8	-13	-5	-10
O=C(Cc1ccc(F)cc1)OCn1nnc2ccccc2c1=O	-11	8	0	6	10	8	-1	-14
C[N+]1(CC(=O)Nc2ccc(F)cc2)CCN(C(=O)c2ccco2)CC1	3	4	-1	-5	1	4	14	-10
NCC(c1ccc(Cl)cc1Cl)c1c[nH]c2ccccc12 (stereo unspecified)	0	1	-4	20	18	-4	0	15
Cc1ccc(CNC(=O)c2ccccc2-n2cnnn2)cc1	5	-1	-2	2	0	-3	2	-3
Cc1ccc(C(=O)OC/C(O)=C(\C#N)c2nc3ccccc3[nH]2)cc1S(=O)(=O)N1CCOCC1	7	0	-15	-16	4	-8	4	11
NC(=O)NC(=O)CC1S/C(=N/N=C2\CSC(=O)N2)NC1=O (stereo unspecified)	-12	9	1	-14	3	-8	12	-7
O=C(/C=C/c1cc(Br)ccc1F)OCC(=O)N1CCCC1	-2	7	-8	-11	2	-2	-12	7
COc1ccc(C2CC(c3cccs3)=NN2C(=O)c2ccco2)cc1OC (stereo unspecified)	8	-1	-8	-8	-21	-8	-14	0
O=C(COC(=O)CNC(=O)c1ccccc1F)NCCC1=CCCCC1	-5	1	-3	1	-13	-10	1	8
CCNC(=S)NCc1ccc(F)cc1	-10	3	5	-1	15	-19	3	6
Cc1c(C(=O)N2CCOCC2)oc2ccc(Br)cc12	-13	8	-1	7	-6	1	7	0
CCC1CCCCN1C(=O)COC(=O)c1cc2ccccc2cc1O (stereo unspecified)	14	9	-8	4	12	4	11	10
CCOc1ccc(C(=O)NCc2ccccn2)cc1	-46	-10	-2	7	-8	-17	1	-5
COCCN(C(=O)COC(=O)/C=C/c1cccc(OC)c1)c1c(N)n(CC(C)C)c(=O)[nH]c1=O	-7	7	2	7	6	-5	1	-2
CCOc1ccc(Cc2nnc(SCC(=O)Nc3ccccc3)n(N)c2=O)cc1	-1	20	1	0	3	15	12	8
CC[C@]12c3[nH]c4ccc(OC)cc4c3CCN1C(=O)C(CC(=O)NCCCn1ccnc1)C[C@@H]2C(=O)N1CCN(C(=O)c2ccco2)CC1 (stereo partly specified)	5	2	.	.	.	-1	-3	16
CC(=O)c1c(C)[nH]c(C(=O)OCC(=O)Nc2nnc(-c3ccccc3)o2)c1C	-2	16	4	-5	-3	-8	28	1
NC(=O)C(CC(=O)O)NC(=O)[C@@H]1CCOc2c(I)cc([N+](=O)[O-])cc2C(=O)N[C@@H](CO)C(=O)N[C@@H](Cc2ccc(O)cc2)C(=O)N1 (stereo partly specified)	2	1	4	-25	-1	.	-8	12
Cn1c(=O)c2ncn(CC(=O)N/N=C/c3ccco3)c2n(C)c1=O	-13	5	-2	-13	-4	-4	5	-3
Cc1ccc(NC(=S)NCCc2ccc(S(N)(=O)=O)cc2)c(C)c1	6	2	10	3	0	-12	-17	5
CN(C(=O)COC(=O)CSc1ccc(C(N)=O)cc1[N+](=O)[O-])C1CCS(=O)(=O)C1 (stereo unspecified)	5	3	-1	-1	11	-3	-5	3
CCc1ccccc1NC(=O)CN(C)C(=O)CSc1nn(-c2ccccc2)c(=S)s1	-4	9	1	8	-7	-3	-3	8
COc1ccccc1N1CCN(C(=O)Oc2ccccc2)CC1	0	1	4	5	-3	4	-9	-13
CC1CN(C(=O)Cn2cc(S(=O)(=O)CC(=O)N3CCOCC3)c3ccccc32)CC(C)O1 (stereo unspecified)	18	-4	-9	6	13	-3	3	-6
CCOC(=O)c1sc(NC(=O)c2ccc(OC(C)=O)cc2)nc1C	4	0	68*	17	-62	5	-230	-3
COc1ccc(OC)c(C2CC(=O)OC3=C2C(=O)CC(C)(C)C3)c1 (stereo unspecified)	44	3	-5	12	-7	-12	26	2
Nc1c(C(=O)Nc2ccccc2F)sc2nc(Cc3ccccc3)cc(C(F)(F)F)c12	5	-3	-3	26	-2	-2	11	-18
c1ccc(CC2CCN(c3nc4ccccc4n4cnnc34)CC2)cc1	5	3	6	13	12	2	-12	19
CC(=O)Cc1nsc(Nc2ccc(Cl)cc2)n1	-23	-3	10	-6	-35	2	-18	-17
CN(C(=O)CSc1nnc(Nc2ccccc2)s1)C1CCS(=O)(=O)C1 (stereo unspecified)	-12	4	4	-1	-1	11	1	2
COc1ccc(N2C(N)=NC(N)=NC23CCCC3)cc1	-1	-2	-3	6	-3	-3	6	-2
COc1ccc2ccccc2c1/C=N/NC(=O)CC1(C)OCCCO1	-1	-6	-7	-3	5	-15	17	-4
COc1ccc(C(=O)Nc2cccc(/C(C)=N/NC(=O)c3ccc([N+](=O)[O-])cc3)c2)cc1OC	-19	-22	4	-6	-13	-2	28	16
Cc1ccc(/C=N/NC(=O)c2cc(-c3cccnc3)nc3ccccc23)cc1	-3	11	1	10	63*	-6	-15	0
CC(=O)Nc1ccc(NC(=O)C2CCCN(C(=O)c3ccc(Cl)cc3)C2)cc1 (stereo unspecified)	6	5	-9	-8	7	-3	-4	-4
N#CCCN1CCN(C(=S)c2ccc(-c3ccc(Cl)c(Cl)c3)o2)CC1	6	14	-8	-15	-4	19	2	23
CCc1ccc2[nH]c(=O)c(Cc3ccccc3)c(O)c2c1	7	7	15	14	-3	-6	11	-4
O=C(NC(=S)NC1CCCC1)c1ccccc1Br	-15	10	6	5	-21	-3	-14	8
Cc1ccccc1NS(=O)(=O)c1ccc(C(=O)N2CCN(S(=O)(=O)c3ccccc3)CC2)cc1	26	10	11	3	11	8	5	7
Cc1ccccc1NC(=S)NC(=O)Cc1ccc(Cl)cc1	10	7	5	4	1	-12	8	12
COc1ccc(N2C(=O)CC(N(CCc3ccc(OC)c(OC)c3)C(=S)Nc3ccccc3)C2=O)cc1 (stereo unspecified)	6	8	1	4	9	11	-16	-41
CC(C)OC(=O)c1nnn(-c2nonc2N)c1CN1CCCCCC1	0	17	5	4	-17	-2	9	-18
CCc1ccc2c(c1)C(=O)C(=O)N2CC(=O)Nc1ccc(NC(=O)c2ccccn2)cc1	-24	20	3	-38	-13	-9	-23	17
C=CC[C@@H](Cc1ccc(F)cc1)C(=O)OC[C@H]1CCCN1C(=O)[C@@H](CC=C)CC(=O)N[C@H](CO)Cc1ccccc1	-1	14	-17	6	1	7	-6	41*
CCN1CCN(Cc2c(O)ccc3c(=O)c(-c4ccc(OC)c(OC)c4)c(C)oc23)CC1	9	3	2	15	4	-11	19	-16
Cn1nnc2c(C(N)=O)ncn2c1=O	.	.	9	-6	9	-4	18	-10
CCn1c(=O)c([N+](=O)[O-])c(N2CCSCC2)c2ccccc21	19	19	-2	0	9	-4	-27	-1
COCCNC(=O)CSc1nc2ccccc2c(=O)n1-c1cccc(OC)c1	8	3	3	-10	0	-3	-5	-9

# Record cards, from the list above. Order of screens: Gli-Sufu antag | CCR6 antagonist | SENP8 block | UBC13 polyUb | Jurkat NFkB inh | EBI2 block | 697 NFkB inh | Apaf-1 inh
# CCNC(=S)NCc1ccc(F)cc1 as listed: -10 | 3 | 5 | -1 | 15 | -19 | 3 | 6
# CC[C@]12c3[nH]c4ccc(OC)cc4c3CCN1C(=O)C(CC(=O)NCCCn1ccnc1)C[C@@H]2C(=O)N1CCN(C(=O)c2ccco2)CC1 (stereo partly specified) as listed: 5 | 2 | . | . | . | -1 | -3 | 16

# (cont.)
SMILES	Gli-Sufu antag	CCR6 antagonist	SENP8 block	UBC13 polyUb	Jurkat NFkB inh	EBI2 block	697 NFkB inh	Apaf-1 inh
COc1ccc(-n2nnnc2/C(=C/N(C)C)C(=O)c2ccccc2)cc1	11	2	8	-8	6	3	18	-26
O=C(O)/C=C/C(=O)Nc1ccc(NC(=O)c2ccccc2)c(Cl)c1	-9	9	8	-12	-8	1	0	-7
COc1cc(/C=C/c2nc(N)nc(-c3ccccc3O)n2)cc(OC)c1OC	14	-5	2	16	47	11	36*	i
COc1ccc(-c2noc(=O)n2Cc2cc(C)ccc2C)cc1	-3	11	3	1	29	25	9	-4
CC(C)CNC(=S)Nc1ccc(F)cc1	9	-2	-7	16	12	-9	11	-7
CC1CCN(S(=O)(=O)c2ccc(S(=O)(=O)NCc3ccco3)cc2)CC1	-5	7	-8	2	9	-19	-5	-20
C=CCn1c(-c2ccccc2)cc(SC)c(C#N)c1=O	2	18	-17	6	7	-4	16	7
CC1CCCCN1C(=O)COC(=O)C1CCN(S(=O)(=O)c2ccc3c(c2)OCCO3)CC1 (stereo unspecified)	-5	11	-5	-1	10	-11	11	6
Clc1ccc(Nc2nc3cccnc3s2)cc1	-77	2	-3	9	-108	15	-90	-3
CCS(=O)(=O)NCc1cn2c(C)csc2n1	5	-6	1	-1	-7	-8	0	-5
COC(=O)C1=C(C)N(Cc2ccccc2)C(=NCc2cc(OC)c(OC)c(OC)c2)N[C@H]1c1ccc(Br)cc1	10	-10	-18	55*	-16	-15	-23	55*
Cc1ccc(C)c(C(=O)N(C)CC(=O)Nc2ccccc2C(F)(F)F)c1	-5	18	2	1	-6	-8	4	-2
COCc1[nH][nH]c(=O)c1C=Nc1ccc(Oc2ccccc2)cc1	3	1	-3	-7	4	-16	-8	4
CCN(C[C@H]1N[C@@](CC)(C(=O)OC)[C@H]2C(=O)N(Cc3ccccc3)C(=O)[C@@H]12)C(=O)COc1ccccc1	2	4	2	1	-5	7	-8	1
COc1ccc(OC)c(NC(=O)Nc2cccc(Cn3cccn3)c2)c1	0	4	-7	-2	-2	9	18	-10
Cc1cc(C)nc(/N=C(\N)Nc2ccc3c(c2)OCCO3)n1	42	4	-7	-2	36	-3	-15	4
CC12CCC(C(N)=O)(C1Br)C2(C)C (stereo unspecified)	-10	0	-1	5	6	-2	1	-3
C=CCOc1ccc(/C(O)=C2/C(=O)C(=O)N(CCN3CCOCC3)C2c2ccc(C)cc2)cc1 (stereo unspecified)	4	-10	-13	-12	-15	0	-10	4
O=C(Nc1ccccc1N1CCOCC1)c1ccc2c(c1)OCCO2	5	2	-8	-8	-7	6	-7	12
CCCCCNC(=O)c1ccc2c(=O)n(CCCOCC)c(=S)[nH]c2c1	23	0	-8	-6	9	-13	9	-8
COc1ccc(CNC(=O)c2cnc3n(c2=O)CCS3)cc1	8	-1	5	-9	-1	-1	14	9
Cc1ccc(S(=O)(=O)N2CCN(C(=O)CCn3cncn3)CC2)cc1	9	2	-5	-2	-5	-12	-2	3

# This is a subset. The share of hits here may be higher or lower than overall.
